Screening results: PubChem, Sanford-Burnham Center for Chemical Genomics
Mac1 fbg enh: CD11b/CD18-fibrinogen binding enhancement; activation, % at 10 µM; K562 CD11b/CD18 adhesion to fibrinogen, ATPlite luminescence; 93,000 compounds, 0.07% hits; P05107+P11215;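 active means 10 µM primary screen giving 50% or more activity, confirmed by 40% or more on retest at that dose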; further: strong numbers were not always called active; reference of the scale not given here
Target sequence (P05107 whole entry, looked up, other chains not shown): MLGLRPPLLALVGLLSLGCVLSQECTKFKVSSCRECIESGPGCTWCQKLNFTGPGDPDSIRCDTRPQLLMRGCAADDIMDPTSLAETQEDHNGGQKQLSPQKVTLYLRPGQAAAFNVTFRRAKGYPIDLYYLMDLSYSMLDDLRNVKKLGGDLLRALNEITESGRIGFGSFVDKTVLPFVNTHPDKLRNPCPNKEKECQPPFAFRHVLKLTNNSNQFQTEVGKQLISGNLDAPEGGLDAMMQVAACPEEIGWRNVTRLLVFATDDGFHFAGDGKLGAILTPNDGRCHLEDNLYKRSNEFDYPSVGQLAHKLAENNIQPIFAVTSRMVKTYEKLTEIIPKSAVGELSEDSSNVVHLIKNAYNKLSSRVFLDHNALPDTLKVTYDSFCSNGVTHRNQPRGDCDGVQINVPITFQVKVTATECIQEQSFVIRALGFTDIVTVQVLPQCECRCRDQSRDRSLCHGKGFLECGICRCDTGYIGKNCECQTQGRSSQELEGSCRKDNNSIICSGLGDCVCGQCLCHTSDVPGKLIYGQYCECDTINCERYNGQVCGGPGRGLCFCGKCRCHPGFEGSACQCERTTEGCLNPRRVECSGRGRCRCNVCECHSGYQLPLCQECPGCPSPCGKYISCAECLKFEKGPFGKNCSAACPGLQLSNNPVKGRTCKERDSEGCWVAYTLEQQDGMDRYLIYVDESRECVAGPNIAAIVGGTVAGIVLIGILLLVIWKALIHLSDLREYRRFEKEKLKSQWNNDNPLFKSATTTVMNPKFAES
Mac1 fbg inh: inhibitors of human CD11b/CD18 binding to fibrinogen; K562 CD11b/CD18 adhesion to fibrinogen, ATPlite luminescence; Mn2+ added to activate the integrin; 93,000 compounds, 0.54% hits; P05107+P11215; inhibition, % at 10 µM;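 active means primary inhibition of 50% or more at 10 µM, then 40% or more on retest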; further: some results filed as inactive read as strong as hits
Numbers without * were called inactive. A portion of the library; count on the stated rates, not on these rows.

Mac1 fbg enh,Mac1 fbg inh,mol
0.6,-1.3,CCc1ccccc1NC(=O)CN(C)C(=O)CSc1nn(-c2ccc(F)cc2)c(=S)s1
76.2,-20.0,Cc1onc(-c2c(Cl)cccc2Cl)c1C(=O)NC(=S)Nc1sc2c(c1C(N)=O)CCC(C)C2 (stereo not given)
1.2,5.5,COc1cc(/C=N/NC(=S)NCc2ccco2)cc(OC)c1OC
2.3,9.7,CCC(CO)NCc1ccc(-c2ccccc2)cc1 (stereo not given)
1.9,18.3,O=C(Oc1coc(CSc2ncccn2)cc1=O)c1ccc(Br)o1
11.9,18.3,COc1ccc(C2=NC(=O)/C(=C\c3cc(OC)c(OC)c(OC)c3)O2)cc1
0.2,6.3,O=C(C[n+]1ccc2ccccc2c1)Nc1cc(C(F)(F)F)ccc1Cl
0.1,-2.3,Cc1ccc2nc(-c3ccco3)c(Nc3ccccc3)n2c1
-6.5,38.1,CCC(=O)OCCNc1cc(Sc2nc3ccccc3[nH]2)c2nonc2c1[N+](=O)[O-]
-3.7,50.1,Cc1cccc(N2CCN(C(=O)COc3cccc4c3OC(C)(C)C4)CC2)c1C
-2.9,5.8,Cc1nnnn1/C(=C\c1ccccc1)C(=O)OCC(=O)NC(C)(C)C
1.6,-11.1,Cn1c(=O)c2c(ncn2CC(=O)N/N=C/c2ccco2)n(C)c1=O
2.2,-1.4,CCCCC(=O)NC1=C(C(=O)OC)SCC1
-3.0,-14.8,CC1CCN(C(=S)NC2CCCCC2)CC1
-2.3,48.4,CCN(Cc1ccccc1)c1ccc(/C=N/NS(=O)(=O)c2ccc(C)c([N+](=O)[O-])c2)cc1
7.4,14.9,CCC(C(=O)OCC(=O)Nc1c(Cl)cc(Cl)cc1Cl)c1ccccc1 (stereo not given)
15.4,6.7,CCCN(C(=O)CSc1cc(-c2ccccc2)c2ccc(OC)cc2n1)C1CCS(=O)(=O)C1 (stereo not given)
6.6,8.0,C=C(C)c1cccc(C(C)(C)NC(=O)Nc2cc(C)ccn2)c1
-1.1,40.6,CN(C)c1ccc(/C=C(\Cl)c2nc3ccccc3s2)cc1
0.8,11.3,CCCCN(C(=S)NC(=O)c1ccccc1)c1c(N)n(Cc2ccccc2)c(=O)[nH]c1=O
-0.3,-4.8,Cc1ccc2nc(SCC(=O)N3CCN(C(=O)c4ccco4)CC3)[nH]c2c1
-2.8,16.1,O=C(Cc1ccc(Cl)cc1)NNc1c(F)c(F)cc(F)c1F
-4.0,7.5,Cc1cc(C)nc(SCCc2ccncc2)n1
1.2,6.8,Cc1cc2ncn(/N=C/c3ccc([N+](=O)[O-])s3)c2cc1C
-2.0,0.0,O=C(/C=C/c1ccc(F)cc1)N1CCCN(C(=O)/C=C/c2ccc(F)cc2)CC1
-1.3,3.4,O=C(N/N=C/c1ccc(O)cc1)c1csc2c1CCCC2
50.7,-0.1,CCOC(=O)c1c(NC(=O)c2ccc(N3C(=O)[C@@H]4[C@H](C3=O)[C@H]3C=C[C@@H]4C3)cc2)sc2c1CCCC2
-1.0,13.4,Cc1ccc(NC(=O)C(OC(=O)c2cc(C)oc2C)c2ccccc2)cc1 (stereo not given)
-1.5,-13.2,CC(=O)Nc1ccc(NC(=O)Cc2sc(C)nc2-c2ccc(C)cc2)cc1
7.4,10.2,Nc1nnc(SCCCC(=O)c2ccc(Br)cc2)s1

Seven records picked at random from the list so far:
Mac1 fbg enh,Mac1 fbg inh,mol
-1.0,13.4,Cc1ccc(NC(=O)C(OC(=O)c2cc(C)oc2C)c2ccccc2)cc1 (stereo not given)
0.1,-2.3,Cc1ccc2nc(-c3ccco3)c(Nc3ccccc3)n2c1
76.2,-20.0,Cc1onc(-c2c(Cl)cccc2Cl)c1C(=O)NC(=S)Nc1sc2c(c1C(N)=O)CCC(C)C2 (stereo not given)
-3.7,50.1,Cc1cccc(N2CCN(C(=O)COc3cccc4c3OC(C)(C)C4)CC2)c1C
1.2,5.5,COc1cc(/C=N/NC(=S)NCc2ccco2)cc(OC)c1OC
50.7,-0.1,CCOC(=O)c1c(NC(=O)c2ccc(N3C(=O)[C@@H]4[C@H](C3=O)[C@H]3C=C[C@@H]4C3)cc2)sc2c1CCCC2
-1.3,3.4,O=C(N/N=C/c1ccc(O)cc1)c1csc2c1CCCC2

The main list resumes with the 6 entries that preceded the break.
Mac1 fbg enh,Mac1 fbg inh,mol
-2.0,0.0,O=C(/C=C/c1ccc(F)cc1)N1CCCN(C(=O)/C=C/c2ccc(F)cc2)CC1
-1.3,3.4,O=C(N/N=C/c1ccc(O)cc1)c1csc2c1CCCC2
50.7,-0.1,CCOC(=O)c1c(NC(=O)c2ccc(N3C(=O)[C@@H]4[C@H](C3=O)[C@H]3C=C[C@@H]4C3)cc2)sc2c1CCCC2
-1.0,13.4,Cc1ccc(NC(=O)C(OC(=O)c2cc(C)oc2C)c2ccccc2)cc1 (stereo not given)
-1.5,-13.2,CC(=O)Nc1ccc(NC(=O)Cc2sc(C)nc2-c2ccc(C)cc2)cc1
7.4,10.2,Nc1nnc(SCCCC(=O)c2ccc(Br)cc2)s1
-2.0,-5.0,CC(=O)OCCCNc1cc(Sc2ccc(C)cc2)c2nonc2c1[N+](=O)[O-]
0.3,15.1,O=C(CSc1nc2ccccc2s1)Nc1cc(S(=O)(=O)N2CCOCC2)ccc1Cl
-0.6,-0.7,CCN1C/C(=C/c2ccc(N3CCOCC3)cc2)C(=O)/C(=C/c2ccc(N3CCOCC3)cc2)C1
-3.4,37.0,Cc1ccc(S(=O)(=O)NC(=O)c2cc(C)n(-c3ccc(N(C)C)cc3)c2C)cc1
3.1,-23.7,CCC(=O)Nc1ccc(C(=O)NNC(=O)Cc2ccccc2)cc1
2.8,0.3,O=C(CNC(=O)c1ccc(F)cc1)N/N=C/c1ccc(O)c([N+](=O)[O-])c1
-1.4,-17.2,Cc1ccc2c(C)nc(SC(C(=O)c3ccccc3)c3ccccc3)nc2c1 (stereo not given)
3.7,3.4,O=C1NC(CCc2ccccc2)C(=O)N1Cc1cccc2ccccc12 (stereo not given)
-3.4,-7.0,CCOc1ccccc1NC(=O)Cc1c(F)cccc1Cl
22.4,8.6,Cc1cc(=O)oc2cc(OCCCN3C(=O)c4ccccc4C3=O)ccc12
1.1,11.6,COc1ccccc1NCCC(=O)OCC(=O)NC1CC1
3.0,5.0,COc1ccc(N2C(=O)c3ccccc3NC2c2ccc(OC)c(Cn3nnc4ccccc43)c2)cc1 (stereo not given)
12.1,4.1,Cc1ccc(NC(=O)Nc2ccccc2)c(Br)c1
-10.0,106.0,N#Cc1c(NC(=S)NC(=O)C2CCCC2)sc2c1CCCCC2
-0.3,-1.0,O=C(CSc1nncs1)Nc1ccc(Cl)cn1
-4.4,-5.2,CCOC(=O)C(=CNc1cc(C)ccn1)C(=O)OCC
-7.4,95.4,CCCN(CCC)S(=O)(=O)c1ccc(C(=O)Nc2nc(-c3ccccc3)c(C(=O)OCC)s2)cc1
-2.4,-15.0,CC(=O)NNS(=O)(=O)c1ccccc1[N+](=O)[O-]
-1.7,0.9,O=C(COC(=O)Cc1ccccc1[N+](=O)[O-])NCc1ccc(Cl)cc1
4.6,-3.0,CCN(CC(=O)Nc1cccc(OC)c1)c1ncnc2sc(C)c(C)c12
-2.0,2.2,Cc1cccc2nc(CSC(=N)N)c(Br)n12
13.1,4.4,CCNc1nc(NCC)n2c(SCC(=O)NCC3CCCCC3)nnc2n1
-4.8,-22.1,Cc1ccccc1OCCn1cc(/C=C(\C#N)C(=O)NCc2ccco2)c2ccccc21
-2.4,-7.9,O=C(CCSc1ccccc1)NC(=O)COC(=O)c1ccc(OC(F)F)cc1
2.7,8.4,COc1ccccc1C(=O)NCC(=O)OCc1ccc(Br)cc1
11.2,2.3,O=[N+]([O-])c1cccc(/C=N/n2c(C3CCCCC3)n[nH]c2=S)c1
-1.4,-3.0,O=C(N/N=C/c1ccco1)c1cc(-c2cccs2)[nH]n1
3.0,6.4,CN(c1ccc(F)cc1)S(=O)(=O)c1ccc(Cl)c(C(=O)Nc2ccc3c(c2)CCC3)c1
-7.7,67.6,Cc1cc(C)c(S(=O)(=O)Nc2ccccc2-c2ccccc2)c(C)c1
-1.8,3.0,COc1ccc(OC)c(C(=O)COC(=O)CNC(=O)c2ccccc2)c1

Other compounds follow.
Mac1 fbg enh,Mac1 fbg inh,mol
4.4,-9.0,N#CC(C#N)=C1C=CC=CN1/C(=C\c1ccco1)C(=O)c1ccc(Cl)cc1
-1.0,-1.8,CCOC(=O)/C=C1\SCC(=O)N1CC(=O)NC(C)c1ccc(F)cc1 (stereo not given)
-0.9,1.6,NS(=O)(=O)c1ccc(NC(=O)Cn2ncc3c2-c2ccccc2OC3)cc1
16.0,5.3,Cc1nc(Nc2ccc(S(=O)(=O)N3CCCC3)cc2)c2nnn(Cc3ccccc3)c2n1
-3.9,25.3,CCOC(=O)c1ccc(NC(=O)COC(=O)Cc2csc(-c3ccccc3)n2)cc1
-2.0,10.2,COc1ccc(-c2nc3ccccc3c(=O)n2CCOc2cccc(C)c2C)cc1
8.3,4.7,CC(=O)CCc1ccc(OCC(O)CNC2CCCc3ccccc32)cc1 (stereo not given)
3.2,-10.1,CC(C)N1C(=O)N(c2ccccc2)C(C)(O)CC1(C)C (stereo not given)
-4.2,88.5,COc1ccc(Nc2ccc(S(=O)(=O)N3CCCCCC3)cc2[N+](=O)[O-])cc1
28.4,13.3,CSc1ccc(/C=N/NC(=O)COc2ccc(Br)cc2Cl)cc1
0.6,1.9,Cc1ccc(C)c(SCC(=O)Nc2cc(C)nn2-c2ccc(F)cc2)c1
1.3,-6.6,Cc1ccc(C(=O)NNc2cc(=O)n(C)c(=O)n2C)cc1C
7.3,15.2,COc1ccccc1NC(=S)NCCSc1ccc(C)cc1
3.9,13.7,CCCNC(=S)N1CCC(C(=O)c2ccc(OC)cc2)CC1
4.3,2.8,CCCCCCCCC(=O)NCCOc1ccccc1
0.0,-3.9,CCc1ccc(Nc2nnc(SC3CCOC3=O)s2)cc1 (stereo not given)
6.3,-4.0,COc1ccc(Nc2nc(NCc3ccco3)nc(N/N=C/c3ccccc3F)n2)cc1
0.6,-8.0,CCOc1cc(/C=C/C(=O)c2ccc(O)cc2)ccc1OCC(=O)N(C)C
-4.5,2.2,COc1ccc([N+](=O)[O-])cc1NC(=O)CSCc1cc(C)cc(C)c1
2.0,1.3,O=[N+]([O-])c1ccc(N2CCN(S(=O)(=O)c3ccccc3)CC2)cc1NCc1ccco1
6.5,-1.1,COc1ccc(CNC(=O)CCSCc2ccccc2Cl)c(OC)c1
4.5,-10.2,Cc1nn(C)c(=O)n1-c1ccc(OCc2ccccc2)cc1
0.8,14.1,COc1ccc(C(=O)NNC(=O)c2ccncc2)cc1
3.4,-15.6,CN(C)CC1CCCCC1OC(=O)c1ccc(Cl)cc1 (stereo not given)
5.6,-4.9,O=CNNC(=O)c1cccc([N+](=O)[O-])c1
38.4,-4.7,COc1ccc(N2CC(C(=O)Nc3nnc(SCc4ccccn4)s3)CC2=O)cc1 (stereo not given)
-1.0,-0.6,O=C(OCc1cc2ccccc2[nH]c1=O)c1cccs1
-3.5,-9.5,COc1ccc(CCNC(=O)CSc2nc(C)cs2)cc1
0.0,2.2,O=C(CSc1nc2ccccc2n1CCc1ccccc1)N1CCOCC1
1.6,-2.5,COC(=O)c1c(NC(=O)/C=C/c2ccc3c(c2)OCO3)sc(C)c1C
0.6,0.3,O=C(/C=C\c1ccc(-c2ccccc2)o1)c1ccccc1
0.0,-3.8,O=C(Nc1ccc2c3c(cccc13)CC2)c1cccc([N+](=O)[O-])c1
-1.7,-4.0,O=C(COC(=O)c1ccc([N+](=O)[O-])s1)NCc1ccccc1

A second format for six compounds above.
Below each SMILES – Mac1 fbg enh | Mac1 fbg inh
> CCc1ccc(Nc2nnc(SC3CCOC3=O)s2)cc1 (stereo not given)
    0.0 | -3.9
> COc1ccc(Nc2nc(NCc3ccco3)nc(N/N=C/c3ccccc3F)n2)cc1
    6.3 | -4.0
> CCOc1cc(/C=C/C(=O)c2ccc(O)cc2)ccc1OCC(=O)N(C)C
    0.6 | -8.0
> COc1ccc([N+](=O)[O-])cc1NC(=O)CSCc1cc(C)cc(C)c1
    -4.5 | 2.2
> O=[N+]([O-])c1ccc(N2CCN(S(=O)(=O)c3ccccc3)CC2)cc1NCc1ccco1
    2.0 | 1.3
> COc1ccc(CNC(=O)CCSCc2ccccc2Cl)c(OC)c1
    6.5 | -1.1
